# BAZ2B block – BAZ2B (human) inhibition | AlphaScreen BAZ2B-H3K14Ac peptide displacement | Potency, µM (highest dose often 114 µM), for inactives: top-dose activity change, negative = inhibition, actives largely listed as inhibitors | hit rate 4.4% among 360,000 | AID 504333; also: potency is read from the fitted curve at half-maximal effect; % is scaled to controls: 0 for no effect and ±100 for the full control effect; nearly all actives have a fitted effect of over 60% in size
#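 BAZ2B (50 nM) with biotin-H3(5-23)K14Ac peptide (50 nM) in PBS pH 7.4, 0.01% Tween-20, preformed 30 min, then compound 30 min at room temperature; top concentration 110uM. AlphaScreen streptavidin donor/nickel chelate acceptor beads (10 ug/mL final), 20 min dark, signal read.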
# G9a inh – blocks human histone lysine methyltransferase G9a | G9a H3K9 monomethylation, AlphaScreen, 2 h | Potency, µM (titrated, usually from 102 µM), for the others: top-dose activity, negative = inhibition, hits mostly inhibitors | hit rate 8.8% among 350,000 | AID 504332; also: potency is read from the fitted curve at half-maximal effect; % is scaled to controls: 0 for no effect and ±100 for the full control effect; nearly all actives have a fitted effect of over 75% in size
# Target sequence (Q96KQ7 913-1193 limits assumed): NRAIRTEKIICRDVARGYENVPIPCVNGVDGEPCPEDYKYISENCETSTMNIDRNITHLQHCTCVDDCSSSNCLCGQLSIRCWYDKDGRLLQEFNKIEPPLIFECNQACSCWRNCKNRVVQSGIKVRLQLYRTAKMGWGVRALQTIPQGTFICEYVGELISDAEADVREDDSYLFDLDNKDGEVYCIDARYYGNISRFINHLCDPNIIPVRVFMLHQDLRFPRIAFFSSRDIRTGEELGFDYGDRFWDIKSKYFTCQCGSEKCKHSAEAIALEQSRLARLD
#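 Readings reflect AlphaScreen signal from monomethyl-H3K9 antibody detection. HMT at 20 nM; substrate b-H3K9 500 nM; cofactor SAM 20 uM; 2 h RT reaction; compounds tested as titrations in qHTS with 15 min preincubation.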
# ERG-DNA inh – ERG Ets/DNA interaction inhibition | P11308 | fluorescence polarization, His-ERG Ets domain / labelled DNA | Potency, µM (series often up to 76.9 µM), for inactives: at the top dose FP activity, negative = inhibition, actives largely listed as inhibitors | hit rate 0.028% among 370,000; active = well fitted inhibition curve with a large enough effect in the polarisation, with a control signal flat; inconclusive = small, poorly fitted or top-dose-only effect, or effect the other way, or a change in a side signal; inactive = no such curve, though single readings can be large or run the other way; the % refers to the polarisation;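 also: polarization taken with two DNA probes labelled with fluorescein and Texas red; potency is read from the fitted curve at half-maximal effect; % of control where 0% means no effect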
#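 His-tagged ERG Ets domain (1 uM in the protein solution; 300mM KCl, 50mM Tris-HCl, 1mM EDTA, 1mM DTT, pH 7.5) received compound, then a probe mix of 5 nM fluorescein-DNA and 100nM Texas-615-DNA. Fluorescence polarization was read for both dyes.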
# PI4K2A inh – PI4K2A (human) kinase inhibition. Q9BTU6. purified PI4K2A, ADP-Glo luminescence, 1 h; hits give low values. activity change, negative = inhibition, % at 76.9 µM. hit rate 0.13% among 420,000; in the data active = activity change below about -50%; inconclusive = mostly about -30% to -49%;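 also: -100% = wells without enzyme as full effect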
# Target sequence (Q9BTU6 whole entry, looked up): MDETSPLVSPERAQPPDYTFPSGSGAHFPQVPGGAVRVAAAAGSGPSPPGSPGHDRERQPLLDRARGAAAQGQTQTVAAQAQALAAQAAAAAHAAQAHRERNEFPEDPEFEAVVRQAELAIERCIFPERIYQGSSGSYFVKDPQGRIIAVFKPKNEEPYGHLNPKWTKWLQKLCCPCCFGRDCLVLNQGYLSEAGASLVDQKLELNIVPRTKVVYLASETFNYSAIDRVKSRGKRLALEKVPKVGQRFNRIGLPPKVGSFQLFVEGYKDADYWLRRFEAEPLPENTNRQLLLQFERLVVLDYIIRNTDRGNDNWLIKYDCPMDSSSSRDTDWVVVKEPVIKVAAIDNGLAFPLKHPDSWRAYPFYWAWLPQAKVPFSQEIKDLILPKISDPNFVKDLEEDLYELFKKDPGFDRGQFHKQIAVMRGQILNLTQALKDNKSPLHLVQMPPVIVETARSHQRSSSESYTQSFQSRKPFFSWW
#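 ADP-Glo luminescence measured ADP generated by PI4K2A enzyme (4 ug/mL before mixing) with 1.2 mM PI substrate (pre-mix) and 300 microM ATP (pre-mix). Tris pH7.5 buffer with MgCl2, Triton X-100; 1 h reaction at ambient temperature.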
# HP1b binding inh – blocks HP1-beta chromodomain binding to methylated histone tails; AlphaScreen HP1-beta / biotin-H3K9me3 peptide binding; P83916; hit rate 0.56% among 390,000; Potency, µM (top dose mostly 114 µM), for inactives: top-dose activity change, negative = inhibition, most hits filed as inhibitors; also: potency is read from the fitted curve at half-maximal effect; nearly all actives have a fitted effect of over 70% in size; inactives centre near 23
# Target sequence (P83916 whole entry, looked up): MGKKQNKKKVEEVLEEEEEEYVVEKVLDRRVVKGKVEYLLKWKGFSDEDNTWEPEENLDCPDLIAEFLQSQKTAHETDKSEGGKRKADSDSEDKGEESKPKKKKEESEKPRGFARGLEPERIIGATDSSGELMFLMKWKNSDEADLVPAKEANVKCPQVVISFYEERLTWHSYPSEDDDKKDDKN
#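 HP1-beta protein (50 nM final) preincubated 30 min at room temperature with biotinylated H3(1-18)K9me3 peptide (50 nM) in PBS pH 7.4, 0.01% Tween-20, then compound added for 30 min. AlphaScreen streptavidin donor/nickel chelate acceptor beads (10 ug/mL final), 30 min dark, luminescence read.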
# RGS4 inh – blocks human RGS4-accelerated GTP hydrolysis. P49798. Transcreener GDP fluorescence polarization, RGS4-accelerated GTP hydrolysis. Potency, µM (doses to about 114 µM), for the others: top-dose activity change, negative = inhibition, usual class: inhibitors. AID 504845. hit rate 0.039% among 390,000; also: potency is read from the fitted curve at half-maximal effect; % is scaled to controls: 0 for no effect and ±100 for the full control effect; nearly all actives have a fitted effect of over 75% in size; some results filed as inactive show a strong effect at the top dose
#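 MLSMR compounds (23 nl, pin-transferred) preincubated 10 min at room temperature with a 500nM (2x) first reagent, then RGS4 at 900nM (2x) plus Transcreener GDP mix added; fluorescence polarization (620/688 nm) read before and after 90 min at 30 °C.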
# JMJD2A Tudor – JMJD2A Tudor domain (human) inhibition | Potency, µM (top dose mostly 114 µM), for the others: at the highest dose activity change, negative = inhibition, usual class: inhibitors | O75164 | hit rate 4.4% among 390,000 | AlphaScreen JMJD2A-Tudor / H3K4me3 peptide binding | AID 504339; also: potency is read from the fitted curve at half-maximal effect; % is scaled to controls: 0 for no effect and ±100 for the full control effect; nearly all actives have a fitted effect of over 50% in size
# ALOX12 inh – blocks human arachidonate 12S-lipoxygenase; hit rate 1.1% among 580,000; purified 12hLO, xylenol orange hydroperoxide absorbance; Potency, µM (top dose mostly 108 µM), for inactives: top-dose activity change, negative = inhibition, hits mostly inhibitors; AID 1671190; also: potency is read from the fitted curve at half-maximal effect; % is scaled to controls: 0 for no effect and ±100 for the full control effect
#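 Purified human 12hLO (150 nM final) in 25 mM Hepes, 0.01% Triton X-100, pH 7.0 was preincubated 15 min at room temperature with compound. Then 40 uM arachidonic acid was added, 30 min. Hydroperoxide was read by Fe-XO absorbance ratio 573/405 nm.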
# GLS inh – glutaminase GLS (human) inhibition | hit rate 0.21% among 410,000 | Potency, µM (highest dose often 45.5 µM), for the others: top-dose activity change, negative = inhibition, most hits filed as inhibitors | GLS enzymatic activity, qHTS titration | O94925; also: potency is read from the fitted curve at half-maximal effect; % is scaled to controls: 0 for no effect and ±100 for the full control effect
#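 Two-point fluorescence kinetic (t0, 30 min RT) for hKGA; glutamate detected via glutamate oxidase–HRP–Amplex Red. Substrate: 1 mM L-glutamine solution; buffer 45 mM KH2PO4, pH 8.2.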
# * marks the source's active call; other numbers are inactive results; ? = inconclusive; . = not tested or not shown; & = joins results of further samples; [ ] = remark or other dose. Unless noted, calls follow the shape of the dose curve; as a rule, active = well fitted curve in the direction sought with a large enough effect; inconclusive = small, poorly fitted or top-dose-only effect, or another doubt; inactive = no such curve, though single readings can be large; an effect the other way counts as inactive or inconclusive. Only part of the results is shown; the hit share may differ from the screen's.
# Values run as follows: PI4K2A inh	BAZ2B block	ERG-DNA inh	G9a inh	RGS4 inh	HP1b binding inh	ALOX12 inh	JMJD2A Tudor	GLS inh
> NC(=O)CN1C(=O)/C(=c2\sc3nc(=O)c(Cc4ccccc4)nn3c2=O)c2ccccc21
    -4	-21%	4%	7.9µM*	?	16%	0%	-29%	-19%
> CC1CCN(c2ccc([N+](=O)[O-])cn2)CC1
    14	-5%	-11%	6%[59 µM]	-5%	14%	-14%	-15%	-3%
> Cc1ccsc1C(=O)N1CC=C(c2ccccc2)CC1
    8	36%[activator]	-4%	3%	-33%	36%	3%	-10%	-1%
> CCN(CC)c1ccc(C2NCC(c3ccc([N+](=O)[O-])cc3)O2)cc1 (stereo unspecified)
    -1	-24%	.	-4%[59 µM]	3%	13%	-9%	1%	13%
> CCOc1ccc(CCNC(=O)COC(=O)c2ccncc2)cc1OCC
    -6	.	12%	.	1%	32%	-7%	-16%	6%
> CC(=O)c1ccc(N(CC(=O)NC2CCCCC2)C(=O)CNC(=O)c2cccs2)cc1
    -6	-3%	-1%	5%	-37%	29%	0%	2%	-4%
> COc1cc(/C=C/CNC[C@H]2O[C@@H](n3cnc(C(N)=O)n3)[C@H](O)[C@@H]2O)ccc1O
    2	.	-2%	.	-22%	27%	3%	-23%	3%
> O=C(NCc1ccccc1Cl)C1CCCN(C(=O)c2cnn(-c3ccc(F)cc3)c2-n2cccc2)C1 (stereo unspecified)
    -5	?	-1%	-32%[59 µM]	-14%	16%	-1%	-18%	-8%
> Cc1ccc(S(=O)(=O)N2CCN(C(=O)c3ccc([N+](=O)[O-])cc3)C2)cc1
    -2	5%	-4%	3%	-10%	37%	-6%	-7%	-2%
> CCN1C(=O)C(CC(=O)Nc2ccc(OC)cc2)N(Cc2ccc(OC)c(OC)c2)C1=S (stereo unspecified)
    2	-5%	-2%	-6%[59 µM]	0%	23%	?	-13%	-20%
> CC(=O)OCc1ccccc1Sc1ccccc1C(=O)NCc1ccccc1
    -1	2%	-1%	.	-10%	52%[activator]	0%	8%	-14%
> CN(CC(=O)Nc1ccccc1Cl)C(=O)c1cc(-c2cccs2)nn1-c1ccccc1
    -6	2%	9%	16%[0.501 µM]	16%	12%	-14%	-3%	10%
> O=C(NCC(c1ccco1)S(=O)(=O)c1cccs1)c1ccccc1 (stereo unspecified)
    -1	-3%	3%	7%[59 µM]	-6%	25%	-18%	-11%	-8%
> COc1ccc(Cl)cc1NC(=O)CN(C)C(=O)Cn1c(=O)oc2ccccc21
    -3	11%	-9%	-15%[0.501 µM]	24%	15%	?	-3%	5%
> CCOC(=O)N1CCN(Cc2nc(Cc3cccc(C(F)(F)F)c3)no2)CC1
    3	1%	-10%	0%	20%	36%[activator]	16%	-1%	1%
> C/C(=N\Nc1nc(N)cc(Cl)n1)c1cccc([N+](=O)[O-])c1
    8	-3%	5%	.	18%	28%	20%	-7%	-8%
> CCOC(=O)c1c(NC(=O)CN2C(=O)NC3(CCCCC3C)C2=O)sc(C(=O)N(C)C)c1C (stereo unspecified)
    0	-4%	1%	9%[0.501 µM]	-3%	21%	4%	-12%	4%
> CCCN(CCC)CCCNC(=O)c1cc2c(-c3ccc(Cl)cc3)nn(C)c2s1
    3	.	-3%	-4%[59 µM]	-21%	2%	-30%	?	1%
> CN(C)c1ccc(NC(=O)c2ccc3c(c2)nnn3C)cc1
    0	-12%	9%	-33%	-21%	10%	1%	-6%	18%
> O=c1c2ccccc2nc(-c2ccc([N+](=O)[O-])cc2)n1O
    2	?	2%	-2%	14%	4%	-20%	?	0%
> Cc1ccc(C(=O)OCn2nnc3ccccc3c2=O)cc1[N+](=O)[O-]
    -14	.	-4%	-34%	-10%	23%	-6%	-10%	15%
> COc1ccc2c(=O)c(C(=O)NCCc3ccccc3)c[nH]c2c1
    4	2%	-7%	.	-9%	39%[activator]	15%	-4%	-6%
> CC1CCN(C(=S)NCCc2ccccc2)CC1
    -1	5%	-5%	-7%[59 µM]	5%	25%	4%	-7%	-6%
> O=S(=O)(c1ccc(Nc2ccc3c(c2)OCO3)nc1)N1CCOCC1
    -5	-13%	6%	-45%[59 µM]	26%	25%	0%	-19%	-1%
> Cc1ccc(C(C(=O)NC2CCCCC2)N(C)Cc2ccccc2)cc1 (stereo unspecified)
    3	1%	6%	-1%[59 µM]	15%	3%	?	-14%	1%
> CCOc1ccccc1NC(=S)NCc1cccn1C
    -3	?	0%	?	28%	14%	13%	-9%	-1%
> Cc1ccccc1N1CCN(C2CCCN(C(=O)c3ccc(Cl)s3)C2)CC1 (stereo unspecified)
    -4	-35%	-3%	-15%	-16%	6%	0%	-16%	19%
> CN(C(=O)COC(=O)/C=C/c1ccc2ccccc2n1)C1CCS(=O)(=O)C1 (stereo unspecified)
    -4	11%	0%	2%	-10%	25%	4%	-18%	-4%
> CC1=CC(C2CC(=O)N(c3ccc(C)cc3)C2=O)CC2C(=O)N(c3ccc(C)cc3)C(=O)C12 (stereo unspecified)
    5	-20%	-5%	.	17%	5%	82%[activator]	-17%	14%
> O=C(NCCc1ccccc1)C(=O)NCC1OCCCN1S(=O)(=O)c1ccc(F)cc1 (stereo unspecified)
    -1	-8%	6%	25%	-5%	30%	0%	3%	0%
> Cc1nn(C)c(Cl)c1CN1CCCC(C(=O)Nc2ccc(-c3cscn3)cc2)C1 (stereo unspecified)
    0	?	16%	-11%	16%	19%	19%	-16%	13%
> CS(=O)(=O)N1CCc2cc(S(=O)(=O)N3CCN(Cc4ccc5c(c4)OCO5)CC3)ccc21
    2	-9%	0%	16%[59 µM]	3%	0%	20%	-32%	-1%
> O=C1NC(=O)/C(=C\c2ccc(OCc3ccccc3)cc2)S1
    0	-16%	-10%	-6%	6%	23%	4%	-6%	0%
> O=C(CSCCN1C(=O)c2ccccc2C1=O)Nc1ccc2ccccc2c1
    -5	-2%	-4%	-46%	10%	-7%	-18%	?	-9%
> CC(C)CC(=O)c1c[nH]c(C(=O)NCc2ccc(F)cc2)c1
    -2	-15%	3%	-5%	-8%	53%[activator]	9%	-8%	-2%
> Cc1ccc2c(CSc3nc4nc(C)cc(C)n4n3)cc(=O)oc2c1
    1	3%	2%	-36%	-21%	22%	?	-2%	-6%
> O=C(O)Cc1ccc(NS(=O)(=O)c2ccccc2Cl)cc1
    5	?	-4%	22µM*	0%	20%	?	-4%	20%
> CCn1c(SCC(=O)NC2(C#N)CCCCC2)nc2ccccc2c1=O
    -2	8%	1%	9%	30%	16%	-27%	-14%	10%
> COc1ccc(S(=O)(=O)Nc2ncccn2)cc1
    1	-14%	-7%	12%	0%	30%[activator]	17%	-5%	3%
> C=CCn1c(O)c(C=Nc2ccc(CN3CCCCC3)cc2)c(=O)[nH]c1=S
    -1	-13%	14%	-28%	-28%	17%	464%[activator]	-15%	3%

# In another format: two of the compounds above.
compound	PI4K2A inh	BAZ2B block	ERG-DNA inh	G9a inh	RGS4 inh	HP1b binding inh	ALOX12 inh	JMJD2A Tudor	GLS inh
COc1ccc(S(=O)(=O)Nc2ncccn2)cc1	1	-14%	-7%	12%	0%	30%[activator]	17%	-5%	3%
C=CCn1c(O)c(C=Nc2ccc(CN3CCCCC3)cc2)c(=O)[nH]c1=S	-1	-13%	14%	-28%	-28%	17%	464%[activator]	-15%	3%

# Carrying on:
# Values run as follows: PI4K2A inh	BAZ2B block	ERG-DNA inh	G9a inh	RGS4 inh	HP1b binding inh	ALOX12 inh	JMJD2A Tudor	GLS inh
> Cc1noc(C)c1C(=O)N1CCN(c2ccccc2O)CC1
    0	-6%	9%	14%[59 µM]	-36%	40%	?	1%	-9%
> COC(=O)c1cc(-c2ccccc2)n(CC(=O)O)c1C
    3	?	5%	?	-6%	19%	-6%	1%	-16%
> CCCCCCCNC(=O)C1(CC2CC(c3cccc(Br)c3)=NO2)CCN(C(=O)OC(C)(C)C)CC1 (stereo unspecified)
    -1	10%	6%	.	-2%	62%[activator]	-3%	-8%	-2%
> Cc1ccc(-c2nc(C(Cl)Cl)c3ccccc3n2)cc1
    -1	-27%	-11%	?	-13%	25%	1%	-8%	-1%
> COc1ccc2c(c1)[C@H]1[C@H](CO2)[C@H](c2ccccc2)[C@]2(C)C(=O)N[C@H](C)C(=O)N12
    3	5%	4%	7%[0.501 µM]	-30%	26%	2%	-20%	-6%
> COc1cccc(CC(NC(C)=O)C(=O)NC2CCN(c3c(Cc4ccccc4)c(C)nc4ncnn34)CC2)c1OC (stereo unspecified)
    -5	-14%	-7%	-5%[59 µM]	-10%	16%	-2%	-12%	-1%
> COc1cccc(NC(=O)c2ccc3c(c2)CCN3S(C)(=O)=O)c1
    6&-2	-24%&-1%	0%&4%	-12%	3%&0%	31%&42%	35%&2%	4%&-16%	1%&-3%
> CCC(C)(C)NC(=O)CN(C(=O)C(=O)Nc1ccc2c(c1)OCCO2)C1CC1
    3	-30%	-6%	-23%	-2%	4%	-14%	-8%	-4%
> COc1ccccc1NC(=O)CN(Cc1ccco1)C(=O)c1ccc(=O)[nH]c1
    -10	-3%	-6%	10%[12.7 µM]	-9%	8%	-17%	-23%	1%
